Neddylation inh: cullin neddylation inhibition; 360,000 tested, 0.58% active; AID 651699; TR-FRET cullin neddylation, biochemical; P61081+Q13564; calls only at 25 µM; in the data active = inhibition above about 36%
Target sequence (P61081 whole entry, looked up): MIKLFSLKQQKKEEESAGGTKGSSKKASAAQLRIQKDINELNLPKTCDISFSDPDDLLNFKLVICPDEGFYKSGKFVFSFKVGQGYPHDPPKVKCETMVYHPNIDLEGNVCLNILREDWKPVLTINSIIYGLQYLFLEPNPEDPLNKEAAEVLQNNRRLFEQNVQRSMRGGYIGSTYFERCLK
Target sequence (Q13564 whole entry, looked up): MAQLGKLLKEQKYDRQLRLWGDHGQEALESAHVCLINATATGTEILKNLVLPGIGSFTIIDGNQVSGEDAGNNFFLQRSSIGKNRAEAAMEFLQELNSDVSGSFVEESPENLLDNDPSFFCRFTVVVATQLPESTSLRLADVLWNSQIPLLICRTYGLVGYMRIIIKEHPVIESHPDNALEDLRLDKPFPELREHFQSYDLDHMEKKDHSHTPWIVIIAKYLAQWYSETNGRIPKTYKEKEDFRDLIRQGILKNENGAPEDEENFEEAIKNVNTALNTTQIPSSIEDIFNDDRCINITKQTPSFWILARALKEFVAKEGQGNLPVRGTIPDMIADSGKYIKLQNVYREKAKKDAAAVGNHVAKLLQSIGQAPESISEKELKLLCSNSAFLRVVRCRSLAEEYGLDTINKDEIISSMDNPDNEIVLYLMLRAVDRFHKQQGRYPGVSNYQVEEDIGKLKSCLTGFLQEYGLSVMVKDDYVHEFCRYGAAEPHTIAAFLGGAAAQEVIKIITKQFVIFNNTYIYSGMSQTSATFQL
LMPTP inh: LMPTP (human) inhibition; P24666; recombinant LMPTP-A, OMFP fluorogenic substrate, fluorescence intensity; inhibition, % at 20 µM; 360,000 tested, 0.22% active; AID 651560;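 active = compounds that cut the enzyme signal by at least half of the control window in the single-dose screen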;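 also: plate controls were DMSO wells with enzyme plus substrate for no effect and substrate without enzyme for full effect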
Target sequence (P24666 whole entry, looked up): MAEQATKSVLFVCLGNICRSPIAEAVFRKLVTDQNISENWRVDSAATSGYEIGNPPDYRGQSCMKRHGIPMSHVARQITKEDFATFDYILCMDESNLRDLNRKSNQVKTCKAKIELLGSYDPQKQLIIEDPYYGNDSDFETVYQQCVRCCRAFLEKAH
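Assay system: LMPTP-A, protein tyrosine phosphatase of low molecular weight / Medium: pH 6.0 Bis-Tris buffer with DTT and Triton X-100 / Schedule: 50 min enzyme reaction at room temperature, protected from light / Measured by: endpoint fluorescence intensity from OMFP dephosphorylation / Read-out basis: % inhibition relative to no-enzyme and uninhibited control wells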
STEP inh: STEP (human) phosphatase inhibition; P54829; recombinant STEP, OMFP fluorogenic substrate, fluorescence; inhibition, % at 20 µM; 360,000 tested, 0.25% active; AID 588621;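 active = inhibition at 20 µM, scaled per plate between control wells, above about 37%, limit read from the data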;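 also: 0% = DMSO with enzyme and substrate and 100% = substrate only without enzyme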
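Test system: STEP tyrosine phosphatase / Reagent: OMFP at 25 µM / Doses: 20 µM, 1% DMSO / Read-out: percent inhibition scaled to no-enzyme and uninhibited-enzyme controls, plate-pattern corrected / Detection: FITC-channel fluorescence of OMFP product / Medium: Bis-Tris buffer pH 6.0, 2.5 mM DTT, 0.005% Tween 20 / Schedule: 20 min at room temperature, dark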
DNMT1 inh: DNMT1 (human) enzyme inhibition. P26358. DNMT1 molecular beacon, Hinp1I cleavage, fluorescence. inhibition (reported as % activation of signal), % at 10 µM. 360,000 tested, 0.83% active. AID 588458; in the data active = inhibition above about 50%
SUMO1-SIM PPI: modulators of human SUMO1-mediated protein-protein interactions. P63165. SUMO1 binding to a labelled peptide, TR-FRET, 1 h. 360,000 tested, 0.33% active. AID 602429. inhibition, % at 20 µM; in the data active = inhibition above about 37%
Target sequence (P63165 whole entry, looked up): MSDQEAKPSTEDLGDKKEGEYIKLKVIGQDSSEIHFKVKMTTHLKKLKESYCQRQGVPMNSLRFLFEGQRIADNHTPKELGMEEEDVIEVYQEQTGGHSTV
NadD inh: inhibitors of Staphylococcus aureus NadD; purified NadD enzyme, colorimetric absorbance read-out; inhibition, % at 20 µM; 360,000 tested, 0.78% active; AID 602399; in the data active = inhibition above about 26%; also: some compounds past the cut are filed as inactive
Tb MetRS inh: blocks T. brucei methionyl-tRNA synthetase activity | purified T. brucei MetRS, ATP depletion, Kinase-Glo luminescence | inhibition, % at 11.9 µM | 360,000 tested, 0.4% active;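 active = inhibition above a per-plate cutoff of the control wells' mean inhibition plus 3 SD, cut at about 5.5% in these data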;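 also: 0% = DMSO wells median and 100% = median of wells with control inhibitor compound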
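Material: parasite MetRS enzyme / Replication: singlicate, one well per compound / Signal: luminescence of leftover ATP / Schedule: 2 h aminoacylation at 25 °C after 15 min preincubation / Medium: HEPES-MgCl2-KCl buffer plus DTT, spermine, BSA, pyrophosphatase / Doses: 11.9 µM single point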
CendR NRP1 mod: NRP-1/CendR interaction modulation. O14786. 360,000 tested, 0.85% active. FAM-RPARPAR peptide binding to NRP-1, fluorescence polarization. inhibition, % at 25 µM. AID 602438;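 active = inhibition or corrected inhibition above about 18%, plus a signal ratio from 0.5 to 1.5, limit read from the data, passing the limit was not always enough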; also: strong numbers were not always called active
SKN-1 inh: blocks SKN-1 activity in C. elegans | C. elegans VP596 Pgst-4::GFP/RFP ratio, acrylamide-induced, 24 h | inhibition, % at 21.8 µM | 360,000 tested, 0.49% active | AID 624304;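 active = interference check ratio from 0.5 to 1.5 plus GFP to RFP signal ratio inhibition reaching or exceeding a fixed threshold, cut at about 30% in these data, passing the limit was not always enough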; also: some compounds called inactive have numbers as strong as hits
Scp1 inh: inhibitors of human Scp-1 phosphatase; AID 493091; Recombinant Scp1, phosphopeptide, malachite green phosphate absorbance; inhibition, % at 20 µM; Q9GZU7; 340,000 tested, 0.88% active;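 active = inhibition above about 50% at 20 µM, limit read from the data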;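 also: plate controls were DMSO wells with enzyme for no effect and wells lacking enzyme for full effect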
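Assay system: SCP-1 catalytic fragment, aa 76-261 | Buffer or medium: Tris acetate buffer pH 5.5 with MgCl2 and Tween-20 | Compound: One concentration, 20 µM, with 1.0% DMSO | Also added: Phospho 17-mer peptide substrate | Signal: Absorbance at 630 nm | Incubation: 45 min enzyme reaction at room temperature | Measure: % inhibition of SCP-1 phosphate liberation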
The depositor's hits bear a star; i = inactive; / = no result given; & = joins results of further samples.

SMILES | Neddylation inh | LMPTP inh | STEP inh | DNMT1 inh | SUMO1-SIM PPI | NadD inh | Tb MetRS inh | CendR NRP1 mod | SKN-1 inh | Scp1 inh
Cc1cccc(C)c1NC(=O)CSc1ncnc2nc[nH]c12 | i | -0.7 | 1.8 | 2.6 | 1.5 | 4.4 | -0.1 | -14.4 | 8.2 | -5.2
Cc1ccc(/C=C/C(=O)NCc2cccs2)o1 | i | 0.0 | 2.5 | -1.1 | -8.0 | 3.8 | -0.2 | -14.8 | -10.5 | 4.8
O=C(Nc1cccnc1)c1cccc(F)c1 | i | -3.5 | -1.1 | 10.9 | -6.3 | -6.3 | 0.0 | -5.9 | 4.0 | -3.7
O=[N+]([O-])c1cc(C(F)(F)F)ccc1Sc1nccn1Cc1ccccc1 | i | 3.1 | -4.7 | -1.2 | -25.3 | 9.3 | -0.1 | 19.7 | -9.4 | -4.8
CC1=CC(C)(C)n2c(O)c(N=N)c3c(C)ccc1c32 | i | 3.3 | -1.7 | -1.0 | -7.5 | -6.4 | -0.1 | -5.1 | 13.2 | -5.4
COc1ccc(C2C(C(=O)/C=C/c3ccco3)=C(O)C(=O)N2CCN2CCOCC2)cc1 (centres undefined) | i | -0.7 | 2.8 | 6.9 | -6.2 | 11.5 | -0.2 | -53.8 | 15.8 | -3.5
COc1ccc(NC(=O)c2cc(Cl)ccc2Cl)c([N+](=O)[O-])c1 | i | 0.0 | 5.0 | -1.5 | -15.8 | -0.6 | -0.1 | 7.1 | 6.9 | -5.3
COCCOc1ccc(C(F)(F)F)cc1NC(=O)CN1C(=O)NC2(CCCc3ccccc32)C1=O (centres undefined) | i | 0.8 | -3.2 | 7.9 | 3.4 | -5.5 | -0.5 | -19.7 | 9.7 | -12.4
COc1cccc(CN2CCC(C(=O)N3CCN(c4ccccc4F)CC3)CC2)c1OC | i | -1.5 | 6.1 | 3.2 | 1.4 | -1.4 | -1.0 | -1.5 | 0.8 | -3.9
O=C(Cc1cn2ccsc2n1)NCc1ccccc1 | i | -0.8 | -0.9 | 0.1 | 0.8 | 2.0 | -0.3 | 13.1 | 5.7 | -3.8
CC(=O)Nc1ccc(OCC(O)Cn2cncn2)cc1 (centres undefined) | i | -0.8 | -2.6 | 3.9 | 10.4 | -5.5 | -1.6 | 16.9 | 22.4 | 3.6
O=C(C=C1NCCN1)c1ccccc1 | i | 1.8 | -0.5 | -3.2 | -0.5 | -4.2 | -0.6 | 4.3 | -4.5 | -7.9
CCN(C(=O)c1ccc(S(C)(=O)=O)cc1)C12CC3CC(CC(C3)C1)C2 | i | -0.4 | 0.8 | 2.0 | 0.7 | -0.6 | 0.6 | -14.5 | 11.6 | -8.7
COC(=O)c1oc2ccc(Cl)cc2c1N | / | 1.1 | -1.7 | 1.8 | -15.8 | -4.9 | 0.0 | 7.2 | -0.8 | -5.0
O=C(/C=C\c1ccc(-c2cccc([N+](=O)[O-])c2)o1)N1CCOCC1 | i | -1.6 | -0.1 | -2.8 | -23.3 | 4.1 | 2.0 | 7.2 | 12.7 | -5.5
COc1ccc(F)cc1C(=O)C1CCCN(Cc2cccn2-c2ccccn2)C1 (centres undefined) | i | 0.4 | -0.3 | -1.3 | 0.7 | 2.8 | -0.2 | -0.5 | -6.2 | 2.5
CCOC(=O)C1CCN(Cc2cnc(Oc3ccc(N)cc3)s2)CC1 | i | 0.6 | 2.1 | -8.9 | -3.1 | -2.0 | 0.3 | 1.2 | 0.7 | -2.0
COc1ccc(NC(=O)CCSc2ccc(C)cc2)cc1 | i | -1.9 | -2.5 | 17.2 | -0.3 | -0.7 | -0.9 | -1.3 | 10.0 | -2.4
COc1ccccc1-c1cnc(C(O)c2cc(Cl)cc(Cl)c2)[nH]1 (centres undefined) | i | -2.8 | -2.8 | 1.4 | 4.1 | -1.8 | 66.6* | -3.7 | 5.8 | /
Clc1ccccc1CNCc1ccc2c(c1)OCO2 | i | -1.2 | 1.3 | 4.9 | 2.2 | -5.3 | 0.3 | 13.2 | -2.3 | /
Cc1ccc(S(=O)(=O)Nc2cccc3cccnc23)cc1 | / | -0.2 | -2.3 | 1.4 | -0.5 | 1.4 | -0.4 | -10.9 | -23.3 | -1.9
CCCCC(=O)Nc1nnc(SCC(=O)Nc2ccc(OC)cc2)s1 | i | 0.5 | -2.4 | 7.5 | -3.0 | -8.5 | -0.5 | 10.7 | -0.9 | -5.5
COc1ccc(S(=O)(=O)N(CC(=O)NCCC(C)C)c2ccccc2)cc1OC | i | -0.2 | -1.1 | 1.3 | -1.8 | -3.2 | 0.2 | -4.8 | 2.7 | 0.6
C[C@@H](CO)NC(=O)c1ccc2c3n(nc2c1)-c1ccc(Cl)cc1CO3 | i | -0.1 | 1.8 | 1.1 | -9.8 | -1.1 | -0.3 | 14.8 | -17.6 | -1.3

The last 2 records of the part before lead into the next.
SMILES | Neddylation inh | LMPTP inh | STEP inh | DNMT1 inh | SUMO1-SIM PPI | NadD inh | Tb MetRS inh | CendR NRP1 mod | SKN-1 inh | Scp1 inh
COc1ccc(S(=O)(=O)N(CC(=O)NCCC(C)C)c2ccccc2)cc1OC | i | -0.2 | -1.1 | 1.3 | -1.8 | -3.2 | 0.2 | -4.8 | 2.7 | 0.6
C[C@@H](CO)NC(=O)c1ccc2c3n(nc2c1)-c1ccc(Cl)cc1CO3 | i | -0.1 | 1.8 | 1.1 | -9.8 | -1.1 | -0.3 | 14.8 | -17.6 | -1.3
CCN1C(=O)C2(C(C(=O)c3ccc(C)o3)=C(O)C(=O)N2CCCN2CCOCC2)c2ccccc21 (centres undefined) | i | -2.0 | 0.8 | 1.9 | -4.1 | 1.5 | -0.4 | -9.1 | 2.0 | -9.8
Cc1ccc(NS(=O)(=O)c2cc(C(=O)Nc3cccc([N+](=O)[O-])c3)ccc2C)cc1 | i | 3.1 | 1.4 | -12.4 | -1.0 | 1.3 | -1.1 | 2.5 | 3.5 | -6.8
COc1ccc(CN2CCC(C(=O)c3ccc(F)cc3)CC2)cc1 | i | 1.5 | -0.6 | -2.9 | 1.1 | -8.0 | -0.4 | -2.8 | 3.2 | -3.5
Cn1c(=O)c2cc(S(=O)(=O)NC(C(=O)NC3CCCCC3)c3ccccc3)ccc2n(C)c1=O (centres undefined) | i | 0.4 | -0.1 | -2.5 | 2.7 | 0.9 | -0.1 | 6.2 | 3.5 | -6.0
Cc1ccc(C(=O)NNC(=O)c2cc(OCC(F)(F)F)ccc2OCC(F)(F)F)cc1 | i | 0.2 | 0.3 | -1.9 | 0.9 | -1.5 | -0.3 | -7.4 | 6.4 | -9.0
CCCCn1c(N)c(NCCC(C)C)c(=O)[nH]c1=O | i | -1.5 | -4.8 | 3.2 | 2.8 | -2.6 | 0.0 | 10.7 | -2.2 | -6.8
C/C(=N\Nc1nc(N)cc(Cl)n1)c1ccc(Cl)c(Cl)c1 | i | 0.2 | 0.3 | -5.6 | -1.8 | -4.9 | -0.6 | 2.1 | -11.9 | -10.4
O=C(Nc1c(-c2ccc3c(c2)OCO3)[nH][nH]c1=O)c1ccccc1 | i | 11.0 | 1.5 | 14.6 | 5.4 | -1.7 | 1.9 | 18.9 | -0.3 | /
CC(C)CC(=O)N[C@H](C(=O)N[C@H](C(=O)N[C@@H](CC(C)C)[C@@H](O)CC(=O)N[C@@H](C)C(=O)N[C@@H](CC(C)C)[C@@H](O)CC(=O)O)C(C)C)C(C)C | i | -1.8&-4.6 | -2.2&-4.3 | 7.2&1.9 | 3.5&-0.4 | 1.3&-2.5 | -0.8&-1.2 | -14.7&-8.3 | -17.3&6.3 | -1.2
COC(=O)/C=C/c1ccc(-n2cncn2)cc1 | i | -1.4 | 1.8 | 3.6 | -19.9 | 7.0 | 1.6 | 3.7 | 5.6 | -3.7
C[C@@H]1CN([C@@H](C)CO)S(=O)(=O)c2ccc(Br)cc2O[C@H]1CN(C)C(=O)c1ccccc1 | i | -1.4 | -2.4 | 5.0 | 0.8 | 4.3 | -0.2 | -8.3 | 2.6 | /
COc1ccc(C(=O)NC(C)CCc2ccccc2)c(O)c1 (centres undefined) | i | 1.3 | 0.0 | 1.8 | -2.0 | -10.5 | -0.1 | 16.5 | -10.9 | -10.6
CCCC(=O)NC(c1ccco1)c1cc(Cl)c2cccnc2c1O (centres undefined) | i | 2.3 | 2.3 | -1.2 | -6.3 | 10.1 | -0.1 | -0.6 | -2.5 | -1.9
CCN(CC)S(=O)(=O)c1ccc(C(=O)NCCN2C(=O)S/C(=C\c3cccnc3)C2=O)cc1 | i | 1.4 | -1.5 | 0.2 | -20.7 | 3.1 | -0.5 | 0.7 | 2.5 | -0.8
CN(C)c1ccc(C=NN2C(=O)CSC2=S)c(Cl)c1 | i | 4.1 | -6.9 | -1.8 | -11.3 | 25.5 | -0.1 | -226.5 | 11.3 | /
COc1ccc(CN2C(=O)C(CC(=O)NC3CC3)CC(C(=O)N3CCOCC3)=C2C)cc1 (centres undefined) | i | 0.5 | -1.3 | -6.1 | 0.9 | -2.7 | 0.1 | -7.2 | -18.1 | /
Nc1c(N(CCC2=CCCCC2)C(=O)Cc2ccccc2F)c(=O)[nH]c(=O)n1Cc1ccccc1 | i | -1.0 | 3.2 | -1.9 | -4.3 | 3.1 | -0.2 | 11.7 | 10.6 | -9.0
COc1cc(OC)cc(C(=O)N2CCN(c3ncccn3)CC2)c1 | i | -1.0 | 2.3 | -0.6 | 2.8 | -0.8 | 0.2 | 2.8 | 1.0 | -6.8
Cc1ccc(C(=O)NNC(=O)c2ccc(C)cc2)cc1 | i | 2.1 | -0.3 | -1.9 | -1.9 | 1.8 | -0.5 | -2.3 | -2.3 | 3.1
O=C(O)c1ccc(N/N=C/c2c[nH]c3ccccc23)cc1 | i | 0.7 | 2.3 | 2.6 | -12.2 | 0.2 | -0.3 | 1.9 | 1.2 | -1.1
N=C1C(c2ccccc2)=C(O)CN1NC(=O)c1ccccc1 | i | -0.1 | -1.8 | 1.7 | 1.2 | 8.2 | -0.4 | 5.3 | -9.7 | 1.2
O=C(Cn1c(=O)cnc2ccccc21)NCC(=O)Nc1ccc(F)c(F)c1 | i | 0.0 | -1.0 | 1.2 | -0.6 | 5.6 | -0.2 | 0.1 | -10.3 | -5.7
CCN(C(=O)COC(=O)C12CC3CC(CC(NC(C)=O)(C3)C1)C2)C1CCCCC1 | i | -0.2 | -1.1 | 0.0 | -3.5 | 6.1 | -0.3 | -1.8 | 10.2 | -4.0
Cc1ccc(-c2noc(CN(C(=O)CCCN3C(=O)c4ccccc4C3=O)C(C)C)n2)cc1 | i | 2.7 | 4.0 | -4.4 | -6.0 | -2.0 | -1.9 | 1.5 | -11.1 | -14.5
O=C(CNC(=O)OCc1ccccc1)Nc1ccc(F)cc1 | i | -3.5 | 0.6 | 2.7 | -1.1 | 6.1 | -0.3 | 4.3 | -4.1 | 33.9
